High-throughput results deposited in PubChem BioAssay by several laboratories.
AID2073: disruptors of CaV2.2 binding to Mint1 – biochemical, HTRF (AID 2073); HTRF protein-protein interaction, Mint1-CaV2.2; higher % means a stronger effect; inhibition, % at 20 µM; hits with a dose series show IC50 in µM; 0.19% of 290,000 active; in the data active = inhibition mostly above about 51%, no sharp cut-off; note: some results filed as inactive read as strong as hits
KOR beta-arrestin-1: KOR antagonists, beta-arrestin recruitment, cell-based, luminescence, uHTS (AID 1778); KOR beta-arrestin recruitment, luminescence, antagonist mode; higher % means a stronger effect; inhibition, % at 10 µM; hits with a dose series show IC50 in µM; 0.091% of 290,000 active; note: strong numbers were not always called active
NOD1 NF-kB reporter: inhibition of NOD1-driven NF-kB reporter – cell-based, luminescence, uHTS, primary screen (AID 1578); NOD1-driven NF-kB luciferase reporter cells, luminescence; higher % means a stronger effect; one-dose inhibition, % at 4 µM; EC50 in µM for titrated hits; 1% of 290,000 active; in the data active = inhibition mostly above about 36%, no sharp cut-off; inactive = mostly below about 34%;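 note: HEK-293T reporter cells stimulated with the NOD1 agonist gamma-tri-DAP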
West Nile antiviral: West Nile virus antiviral activity, cell-based, CPE readout (AID 1621); West Nile virus-infected cells, CPE inhibition; higher % means a stronger effect; CPE inhibition, % at 10 µM, or IC50 in µM where a hit was titrated; 0.02% of 290,000 active; in the data active = a potency from the dose series; note: strong numbers were not always called active
HIV fusion peptide: inhibitors of HIV fusion peptide binding, primary screen, biochemical, uHTS, fluorescence dequenching (AID 1986); inhibition, % at 20 µM, or IC50 in µM where a hit was titrated; 0.3% of 290,000 active; cell-free peptide binding, fluorescence dequenching, 30 min; higher % means a stronger effect; in the data active = inhibition mostly above about 52%, no sharp cut-off; inactive = mostly below about 76%; note: some results filed as inactive read as strong as hits
NS5 inhibitors: flavivirus cap methylation enzyme inhibition – biochemical, confirmation dose response, primary screen (AID 588689); Dengue-2 NS5 methyltransferase capping enzyme assay, biochemical; higher % means a stronger effect; one-dose inhibition, % at 25 µM; IC50 in µM for titrated hits; 0.3% of 340,000 active; in the data active = a potency from the dose series
Yfh1-off respiration: mitochondrial function rescue without frataxin homolog – Friedreich's ataxia, plus single-dose screen, dose response (AID 1465) | 0.074% of 220,000 active | one-dose fold induction at 50 µM; EC50 in µM for titrated hits | S. cerevisiae Yfh1-off respiration, WST-1 reduction, 72 h; higher fold induction means a stronger effect;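 active = fold induction of absorbance versus untreated yeast above a set limit, then at least 30% activation at any dose in follow-up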;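 note: activators that raise dye reduction in frataxin-depleted yeast; strong numbers were not always called active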
KOR beta-arrestin-2: KOR agonists, beta-arrestin recruitment, primary screen, cell-based, luminescence, uHTS (AID 1777); KOR beta-arrestin recruitment, luminescence; higher % means a stronger effect; one-dose activation, % at 10 µM; EC50 in µM for titrated hits; 0.02% of 280,000 active; in the data active = activation above about 50%, passing the limit was not always enough; note: a part of the inactive calls stands beside numbers as strong as those of hits
HEK293 NOD2/NF-kB: NOD2 signaling inhibitors, cell-based, luminescence, uHTS, HEK293 (AID 1566) | HEK293 NOD2/NF-kB luciferase reporter, luminescence; higher % means a stronger effect | inhibition, % at 4 µM; hits with a dose series show EC50 in µM | 0.63% of 290,000 active; note: many of its hits are not listed in these tables
NS5 inhibitors pilot replicate: recorded beside NS5 inhibitors, whose call it bears; inhibition, %; measured here: pilot screen replicate inhibition
Numbers without * were called inactive; i = inactive; / = no result given; & = joins results of further samples; [ ] = remark or other dose. Cut-off read from the data, not from the text of the source, unless noted: active = inhibition above about 50%; inactive = the rest. The list is partial; count on the stated rates, not on these rows.

SMILES	AID2073	KOR beta-arrestin-1	NOD1 NF-kB reporter	West Nile antiviral	HIV fusion peptide	NS5 inhibitors	Yfh1-off respiration	KOR beta-arrestin-2	HEK293 NOD2/NF-kB	others
Cc1cc(C)n2nc(C(=O)N/N=C/c3cccc(Cl)c3)nc2n1	-2.7%	11.2%	0.3%	0.2%	-1.5%	5.4%	i	0.1%	6.3%
CC(C)C(OC(=O)c1cccs1)C(=O)NCc1ccccc1 (configuration not stated)	15.2%	-14.6%[20 µM]	-19.3%	-0.9%	-0.2%	-3.2%	i	/	-7.2%
CCN(Cc1ccncc1)C(=O)c1ccc(Br)o1	7.2%	-10.2%	-30.3%	-0.3%	1.2%	0.0%	/	-1.8%	-5.0%
Cc1onc(-c2ccccc2)c1C(=O)Nc1ccon1	-8.4%	-6.9%	-19.9%	0.7%	-0.6%	8.1%	i	2.8%	-7.9%
CC1CCN(Cc2ccc(-c3nnn(CC(=O)Nc4ccccc4Cl)n3)cc2)CC1	-0.9%	-25.7%	-4.2%	-0.4%	1.1%	-2.3%	i	-0.4%	-1.0%
CN(CC(=O)Nc1ccccc1Cl)C(=O)C1CCN(C(=O)c2ccc(Cl)cc2)CC1	-5.6%	25.9%	-13.3%	-0.7%	1.8%	-11.3%	/	3.9%	-4.8%
CC(C)CN(C(=O)CSc1nnnn1-c1ccccc1)c1c(N)n(CC(C)C)c(=O)[nH]c1=O	-1.7%	3.7%	-14.3%	0.1%	2.9%	-1.5%	i	-1.9%	23.7%
NC(=O)CNC(=O)[C@@H]1CC2(CC(c3cccc(Br)c3)=NO2)CN1C(=O)c1ccc(Br)cc1 (some centres not stated)	-9.6%	14.0%	63.9%	-0.2%	1.4%	-5.6%	i	2.4%	-5.8%
Cc1ccc(Cl)cc1NC(=O)COC(=O)C12CC3CC(CC(C3)C1)C2	-1.9%&8.3%	27.0%&-1.2%	-21.1%&-1.7%	1.1%&-0.4%	0.3%&2.7%	4.4%&4.4%	i	7.1%&-3.2%	-3.5%&11.0%	NS5 inhibitors pilot replicate=-2.7
Cc1ccc(-c2nnc(CSc3nc(C(C)C)nc4sc(C)c(C)c34)o2)cc1	-1.2%	15.9%	12.8%	-0.6%	-0.4%	-8.3%	i	7.9%	9.2%
COc1ccc2c(c1)c(C(C)=O)c(C)n2-c1ccccc1	1.3%	6.3%	54.3%	-0.4%	2.0%	-3.5%	i	0.9%	19.5%
COc1cc(OC)cc(C(=O)N2CCN(c3ccccc3F)CC2)c1	30.4%	22.4%	1.0%	/	1.3%	-9.4%	/	-1.4%	12.7%
O=C(CSc1ccc2nnc(-c3cccs3)n2n1)N1CCCC1	12.1%	-53.5%	-43.4%	0.7%	-1.0%	-5.3%	i	0.5%	11.7%
COc1ccccc1NS(=O)(=O)c1ccc(NC(=O)c2ccncc2)cc1	0.8%	3.0%	-19.8%	-1.5%	1.6%	-3.3%	i	-0.9%	27.4%
CCc1cccc(CC)c1NC(=S)N1CCn2cccc2C1c1ccncc1 (configuration not stated)	-1.1%	7.5%	-1.3%	0.3%	-1.4%	-4.4%	i	-2.3%	9.6%
CC12CCC(C/C1=N/OC(=O)c1cccc([N+](=O)[O-])c1)C2(C)C (configuration not stated)	-5.0%	-17.0%	-16.5%	0.1%	-2.5%	-10.1%	i	-4.3%	6.9%
Cc1ccccc1CN1CCN(CC(=O)NCc2ccccc2)C1=O	0.9%	-1.8%	-24.8%	0.5%	-0.2%	-6.5%	i	5.4%	-13.1%
CC1CCN(C(=O)CSc2nnc(Cc3ccccc3)o2)CC1	-4.8%	33.8%	-15.1%	-0.3%	-0.1%	-4.3%	i	-3.2%	-1.6%
Cc1cc(C(=O)Nc2nnc(C(F)(F)F)s2)no1	-0.8%	33.8%	-23.5%	0.1%	1.1%	-1.6%	i	-4.0%	-16.9%
CC(=O)NCC(=O)OC(C(=O)c1ccccc1)c1ccc(Cl)cc1 (configuration not stated)	0.7%	-15.7%	-28.8%	-0.9%	-0.5%	-3.9%	i	0.8%	6.3%
O=C(c1cnn2cccnc12)N1CCN(Cc2ccc3c(c2)OCO3)CC1	3.5%	4.2%	-11.8%	0.0%	1.2%	0.0%	i	-6.4%	-7.1%
COc1ccc(/C(C)=N/NC2=NCCN2)cc1Cl	-0.9%	24.8%	-2.1%	-0.9%	-1.0%	-3.3%	/	-2.8%	10.3%
CCC1Oc2ccc(C)cc2N(CC(=O)N2CCCC2)C1=O (configuration not stated)	11.2%	-13.7%	7.4%	1.6%	-0.3%	-0.4%	/	0.4%	12.4%
O=C(COC(=O)CC(c1ccccc1)c1ccccc1)Nc1c(F)cccc1F	1.7%	28.0%	-3.1%	-0.6%	-1.7%	/	i	2.2%	1.4%
Nc1ccc(C(=O)OCC(=O)N2c3ccccc3Sc3ccccc32)cc1[N+](=O)[O-]	13.1%	41.6%	3.2%	-1.6%	-2.0%	-0.7%	i	4.3%	-5.3%
O=C(NCCc1ccccc1)C1CCC(Cn2c(=O)c3ccccc3n(Cc3cccnc3)c2=O)CC1 (configuration not stated)	-8.3%	-20.2%	-26.5%	-0.8%	0.9%	-7.4%	i	2.2%	-0.7%
CCc1ccc(-c2ccc(C(=O)C(F)(F)F)[nH]2)cc1	9.9%	5.7%	14.2%	-0.2%	-0.5%	-1.6%	i	8.6%	-131.2%
CCC(C)(C)C1CCC2(CC1)NC(=S)N(c1ccccc1)N2 (configuration not stated)	-14.4%	-1.6%	-13.7%	0.0%	-1.4%	3.9%	i	2.7%	-37.0%
COC(=O)C1C(c2ccccc2)NC(=O)NC1(O)C(F)(F)Cl (configuration not stated)	14.3%	9.0%	-8.0%	0.0%	-0.7%	-3.8%	i	-2.2%	8.3%
CSc1ccc(C(=O)N2CCC(CCC(=O)NCc3ccc(F)cc3)CC2)cc1	0.5%	14.2%	-8.4%	0.3%	-1.1%	0.0%	/	-1.1%	2.2%

Ordered by SMILES length (smallest number first): 8 of the compounds above.
SMILES	AID2073	KOR beta-arrestin-1	NOD1 NF-kB reporter	West Nile antiviral	HIV fusion peptide	NS5 inhibitors	Yfh1-off respiration	KOR beta-arrestin-2	HEK293 NOD2/NF-kB	others
CCC1Oc2ccc(C)cc2N(CC(=O)N2CCCC2)C1=O (configuration not stated)	11.2%	-13.7%	7.4%	1.6%	-0.3%	-0.4%	/	0.4%	12.4%
CCC(C)(C)C1CCC2(CC1)NC(=S)N(c1ccccc1)N2 (configuration not stated)	-14.4%	-1.6%	-13.7%	0.0%	-1.4%	3.9%	i	2.7%	-37.0%
COC(=O)C1C(c2ccccc2)NC(=O)NC1(O)C(F)(F)Cl (configuration not stated)	14.3%	9.0%	-8.0%	0.0%	-0.7%	-3.8%	i	-2.2%	8.3%
CC(=O)NCC(=O)OC(C(=O)c1ccccc1)c1ccc(Cl)cc1 (configuration not stated)	0.7%	-15.7%	-28.8%	-0.9%	-0.5%	-3.9%	i	0.8%	6.3%
O=C(c1cnn2cccnc12)N1CCN(Cc2ccc3c(c2)OCO3)CC1	3.5%	4.2%	-11.8%	0.0%	1.2%	0.0%	i	-6.4%	-7.1%
O=C(COC(=O)CC(c1ccccc1)c1ccccc1)Nc1c(F)cccc1F	1.7%	28.0%	-3.1%	-0.6%	-1.7%	/	i	2.2%	1.4%
CSc1ccc(C(=O)N2CCC(CCC(=O)NCc3ccc(F)cc3)CC2)cc1	0.5%	14.2%	-8.4%	0.3%	-1.1%	0.0%	/	-1.1%	2.2%
Nc1ccc(C(=O)OCC(=O)N2c3ccccc3Sc3ccccc32)cc1[N+](=O)[O-]	13.1%	41.6%	3.2%	-1.6%	-2.0%	-0.7%	i	4.3%	-5.3%

Following part.
SMILES	AID2073	KOR beta-arrestin-1	NOD1 NF-kB reporter	West Nile antiviral	HIV fusion peptide	NS5 inhibitors	Yfh1-off respiration	KOR beta-arrestin-2	HEK293 NOD2/NF-kB	others
CCCCCn1c(CN2CCCCC2C)nc2c1c(=O)n(C)c(=O)n2C (configuration not stated)	-0.1%	-33.2%	0.2%	-0.3%	-2.3%	-4.9%	i	2.3%	1.8%
O=c1ccc(N=Nc2ccccc2)ccc1O	-6.1%	10.2%	-9.8%	-1.9%	14.0%	91.2µM*	i	5.0%	-12.2%
Cc1cc(C(=O)Nc2ccon2)cs1	5.1%	-8.7%	-10.2%	0.4%	0.0%	3.2%	i	-0.7%	5.9%
Cc1cc(-c2nc(C)c(-c3nnc(SCC(=O)Nc4cc(Cl)cc(Cl)c4)n3C)s2)no1	18.6%	0.8%	1.3%	-0.4%	-1.1%	-5.4%	i	9.9%	10.0%
CN(C)CCCNC(=O)c1ccc(/C=N/O)nc1	10.8%	-4.3%[20 µM]	-22.4%	1.1%	1.1%	-4.4%	i	/	14.4%
O=S(=O)(NC1CCSc2ccccc21)c1ccccc1 (configuration not stated)	39.0%	-2.9%	-37.9%	-0.1%	0.1%	-6.6%	/	1.4%	-20.0%
Cc1cccc(C(=O)NCCCNC(=O)c2cccnc2)c1	-0.4%	8.8%	-21.1%	0.5%	0.6%	8.3%	/	-3.7%	-0.3%
O=C(c1ccco1)N1CCN(Cc2csc(-c3ccccc3Cl)n2)CC1	3.8%	37.2%	19.9%	-0.4%	-1.8%	-5.2%	/	-3.5%	7.0%
O=C(NCCc1nc2ccccc2[nH]1)/C(=C/c1ccco1)NC(=O)c1ccco1	-8.8%	13.1%	-8.8%	0.3%	16.3%	-4.4%	i	8.5%	20.0%
CC(C)CC(O)C1CCN(C(=O)CCc2nnc(-c3ccccc3)o2)CC1 (configuration not stated)	9.5%	-12.4%[20 µM]	-20.2%	-0.3%	-0.8%	-2.3%	i	/	2.9%
COc1cc(C(=O)Nc2sc3c(c2C(=O)O)CCC3)cc(OC)c1OC	26.6%	-19.7%	7.5%	0.2%	2.9%	-2.5%	/	7.6%	23.1%
O=C(NCc1ccco1)C(c1cccnc1)N(C(=O)Cn1nnc2ccccc21)c1ccccc1 (configuration not stated)	-5.3%	-38.7%	-20.3%	0.1%	0.5%	/	i	5.4%	-8.2%
C=CCN(C(=O)CCC(=O)Nc1cc(C)on1)C(C(=O)NC1CCCC1)c1ccc(OC)c(OC)c1 (configuration not stated)	1.4%	-7.0%	-21.7%	-0.6%	-1.6%	-0.8%	/	2.2%	-5.2%
O=S(=O)(NCC(c1ccco1)N1CCN(c2ccccc2F)CC1)c1ccccc1 (configuration not stated)	-7.7%	7.1%	5.4%	-2.0%	-4.0%	2.2%	i	3.2%	15.9%
Cc1cccc2sc(N(CCCN(C)C)C(=O)CN3C(=O)c4ccccc4C3=O)nc12	-8.8%	-36.2%	-34.1%	1.2%	-0.7%	-2.3%	i	0.0%	5.7%
NNC(=O)c1nc(Cl)c(Cl)c(N)c1Cl	-3.6%	10.1%	-6.5%	0.6%	-1.6%	1.6%	i	-0.7%	17.3%
NC(=O)CCCc1nc(-c2ccccc2Cl)no1	-3.7%	-24.7%	12.7%	0.1%	-2.1%	-3.2%	i	0.8%	-8.0%
O=C(O)C1CC=CCC1C(=O)c1ccccc1 (configuration not stated)	-3.9%	-21.2%	-14.8%	0.8%	1.5%	6.3%	i	1.2%	-3.9%
CN(C)S(=O)(=O)c1cccc(CNCC2COc3ccccc3O2)c1 (configuration not stated)	0.8%	-13.4%	-14.2%	0.1%	0.7%	0.0%	/	-1.1%	-2.6%
Cc1ccccc1NC(=O)CSc1ccsc1[N+](=O)[O-]	0.8%	33.2%	-42.7%	-1.1%	8.4%	5.2%	i	4.3%	18.2%
